# XIAP antagonists: small molecules displacing peptide from XIAP – biochemical, IAP family, fluorescence polarization (AID 1018) | XIAP BIR domain, fluorescence polarization peptide displacement; higher % means a stronger effect | actives 0.007% (n = 200,000) | displacement, % at 20 µM; hits with a dose series show IC50 in µM; in the data active = displacement above about 50%; also: a part of the inactive calls stands beside numbers as strong as those of hits
# P. falciparum M1AAP: malaria alanyl aminopeptidase activity blockers – biochemical, fluorogenic H-Leu-NHMec substrate, 1536-well (AID 1445) | recombinant M1AAP, H-Leu-NHMec fluorogenic kinetic assay; higher % means a stronger effect | inhibition, % at 30 µM, or IC50 in µM where a hit was titrated | actives 0.42% (n = 220,000);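 active = primary inhibition above the hit cutoff, then over 50% inhibition at one or more dose response concentrations, cut at about 23% in these data, passing the limit was not always enough; inconclusive = conflicting primary data, or primary hits not chosen for dose response; inactive = low primary inhibition, or under 50% at every dose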;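 also: plate controls were DMSO full reaction for no effect and no enzyme background for full effect; strong numbers were not always called active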
# WT yeast gro inh: growth inhibition of WT yeast, mitochondrial fusion screen; mitochondrial fusion phenotypic screen, WT strain; inhibition, % at 10 µM; actives 2.1% (n = 190,000); AID 1362; in the data active = inhibition above about 58%; tested in S. cerevisiae
# TNAP activators: stimulation of alkaline phosphatase TNAP activity – biochemical, luminescent, no phosphate acceptor, uHTS, primary screen (AID 1001); purified TNAP, luminescent activation assay, no phosphate acceptor; higher activation fold means a stronger effect; actives 0.03% (n = 200,000); activation fold at 20 µM, or EC50 in µM where a hit was titrated; in the data active = activation fold from about 3, or a potency from the dose series; inactive = the rest, 99 in 100 with activation fold below about 1.6; also: many of its hits are not listed in these tables
# Yfh1-depleted yeast: enhancers of respiration in Yfh1-depleted yeast, dose response, Friedreich's ataxia, plus single-dose screen (AID 1465) | one-dose fold induction at 50 µM; EC50 in µM for titrated hits | actives 0.074% (n = 220,000) | S. cerevisiae Yfh1-off respiration, WST-1 reduction, 72 h; higher fold induction means a stronger effect;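 active = fold induction of absorbance versus untreated yeast above a set limit, then at least 30% activation at any dose in follow-up; inconclusive = repeats straddling the limit, or above it without dose testing; inactive = fold induction below the set limit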;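 also: activators that raise dye reduction in frataxin-depleted yeast; strong numbers were not always called active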
# LYP inhibition: PTPN22 lymphoid phosphatase activity blockers – biochemical, fluorescence intensity, uHTS (AID 1779); recombinant LYP phosphatase, fluorescence intensity; higher % means a stronger effect; one-dose inhibition, % at 11.5 µM; IC50 in µM for titrated hits; actives 0.054% (n = 290,000);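 also: plate controls were vehicle with enzyme for no effect and no enzyme for full effect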
# M17LAP inhibition: P. falciparum M17LAP inhibitors, primary screen, biochemical, fluorogenic H-Leu-NHMec substrate, 1536-well (AID 1619); recombinant M17LAP, H-Leu-NHMec fluorogenic kinetic assay; higher % means a stronger effect; inhibition, % at 30 µM, or IC50 in µM where a hit was titrated; actives 0.38% (n = 220,000);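 active = compound inhibiting the enzyme by more than half at any dose during confirmatory dose-response retesting; inconclusive = strong single-dose inhibitors picked by rank but not retested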;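 also: plate controls were full reaction with DMSO carrier for no effect and no enzyme background for full effect; strong numbers were not always called active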
# PMI inhibition: human PMI inhibitors, high substrate, primary screen, biochemical, fluorescence intensity, high mannose 6-phosphate (AID 1220) | recombinant PMI enzyme, coupled fluorescence intensity; higher % means a stronger effect | one-dose inhibition, % at 20 µM; IC50 in µM for titrated hits | actives 0.66% (n = 190,000)
# PMI inhibitors: inhibitors of human PMI, primary screen, biochemical, fluorescence intensity, coupled assay (AID 1209). inhibition, % at 20 µM, or IC50 in µM where a hit was titrated. purified PMI enzyme, coupled fluorescence intensity; higher % means a stronger effect. actives 0.42% (n = 190,000);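 also: plate controls were DMSO vehicle for no effect and wells lacking substrate for full effect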
# WT yeast gro inh mutant strain: second read-out of WT yeast gro inh, no call of its own (marks repeat the call); inhibition, %; mitochondrial fusion phenotypic screen, mutant strain inhibition
# An asterisk follows results filed as active; i = inactive; ? = inconclusive; . = no result given. Rule as the data show it, unless noted: active = inhibition above about 50%; inactive = the rest.
# Second line of a record – XIAP antagonists	P. falciparum M1AAP	WT yeast gro inh	WT yeast gro inh mutant strain	TNAP activators	Yfh1-depleted yeast	LYP inhibition	M17LAP inhibition	PMI inhibition	PMI inhibitors
COc1ccc(OCCCC(=O)Nc2nc(-c3ccccn3)cs2)cc1
  -6.9%	-2%	54	4	1.4	i	-6%	-2%	12%	-3%
C=CCNCc1cccn1-c1ccccc1
  0.9%	7%	-4	-10	1	i	1%	12%	-3%	-14%
Oc1ccc(/C=N/Nc2cc(N3CCCC3)nc(N3CCCC3)n2)cc1
  -3.6%	2%	63*	57*	1	i	3%	16%	59%*	32%
N=C(N)N1CCc2ccccc21
  .	12%	.	.	.	i	-9%	5%	.	.
COc1ccc(C(=O)COC(=O)c2ccccc2NS(=O)(=O)c2ccc(O)c([N+](=O)[O-])c2)cc1
  .	17%	.	.	.	i	-7%	16%	.	.
CCOC(=O)C1(CCOC)CCN(Cc2cnc(-c3cccc(C)c3)nc2)CC1
  -6.7%	14%	4	5	1	i	-2%	-2%	0%	1%
O=C(N1CCOCC1)C1(c2ccccc2)CCCCC1
  -1.4%	-2%	-7	-3	1.1	i	-8%	-5%	6%	10%
CCn1c(/C=C2\C(=O)N(C)c3ccccc32)nc2ccccc2c1=O
  3.7%	9%	2	-2	1.1	.	-8%	4%	-2%	3%
Cc1cc(NC(=O)C2CCN(S(=O)(=O)Cc3ccccc3)CC2)ccc1-n1cnnn1
  -7.0%	0%	-5	-5	1	i	-4%	-8%	7%	9%
O=C(CSc1ncnc2nc[nH]c12)NCCc1ccccc1
  -1.1%	6%	-23	-1	1	i	-8%	-2%	-9%	-13%
CC(=O)N1CCc2cc(S(=O)(=O)NC(C(=O)NCc3ccccc3)C(C)C)ccc21 (stereo not given)
  -16%	4%	-27	-4	1.1	i	-4%	-3%	2%	2%
c1ccc(-c2noc(-c3ccc4ccccc4c3)n2)cc1
  -3.2%	5%	14	25	1	i	-5%	5%	-7%	2%
COc1ccccc1Nc1nc(-c2ccc3c(c2)NC(=O)CO3)cs1
  -6.2%	12%	-1	24	1	i	3%	-2%	20%	15%
COc1cccc(/C=N/NC(=O)CNC(=O)c2cccs2)c1O
  .	-2%	.	.	.	i	-6%	7%	.	.
CNC(=O)c1ccc(Nc2nnc(-c3ccc(C)c(S(=O)(=O)NCC4CCCO4)c3)c3ccccc23)cc1 (stereo not given)
  -14%	17%	-10	2	1	i	1%	-6%	3%	16%

# PMI inhibition, entries above that show a hit
canonical_smiles,XIAP antagonists,P. falciparum M1AAP,WT yeast gro inh mutant strain,TNAP activators,LYP inhibition,M17LAP inhibition,PMI inhibition,PMI inhibitors
Oc1ccc(/C=N/Nc2cc(N3CCCC3)nc(N3CCCC3)n2)cc1,-3.6%,2%,57*,1,3%,16%,59%*,32%

# Following part:
# Second line of a record – XIAP antagonists	P. falciparum M1AAP	WT yeast gro inh	WT yeast gro inh mutant strain	TNAP activators	Yfh1-depleted yeast	LYP inhibition	M17LAP inhibition	PMI inhibition	PMI inhibitors
COC(=O)c1ccccc1NC(=O)CSc1nc2ccccc2c(=O)[nH]1
  -8.3%	10%	-26	-16	1.1	i	6%	9%	11%	17%
Cc1nn(Cc2ccccc2)c(C)c1NC(=O)c1ccc([N+](=O)[O-])cc1[N+](=O)[O-]
  -12%	10%	-13	6	0.9	i	-1%	-7%	1%	3%
CN(C)C(CNC(=O)NC1CCCCC1)c1cccnc1 (stereo not given)
  -2.5%	5%	1	3	1.1	i	-5%	1%	4%	2%
COc1ccc2nc(SCC(=O)Nc3ccccc3C)[nH]c2c1
  -0.7%	4%	18	-2	1.1	i	-4%	4%	2%	14%
Cc1nnc2sc(-c3cccc(NC(=O)c4cccnc4)c3)nn12
  -0.5%	0%	-6	3	1.1	i	-5%	4%	10%	12%
O=S1(=O)CCN(Cc2ccc(Cl)c(C(F)(F)F)c2)CC1
  -2.5%	9%	-10	0	1	i	-6%	2%	10%	11%
CCOc1ccccc1C1CC(=O)Nc2c1c(=O)n(C)c(=O)n2C (stereo not given)
  -3.7%	3%	-1	-7	0.9	i	-3%	4%	-9%	-11%
O=C1C=C(Nc2ccc(Cl)cc2)C(=O)N1c1ccc(Cl)cc1
  -6.2%	5%	-13	-1	1	i	-1%	6%	-7%	-14%
O=Cc1cccn1-c1ccc2ccccc2c1
  -4.4%	3%	1	-8	1	i	-4%	-2%	16%	13%
COc1cc(SC)ccc1C(=O)NCCOc1ccccc1Cl
  -2.6%	2%	2	-6	1	i	4%	4%	12%	14%
N#Cc1c(-c2ccc(F)cc2)noc1N
  1.8%	14%	.	.	1.1	i	-7%	12%	10%	7%
CC1=CC(C)(C)N(C(=O)C(C)N2C(=O)c3ccccc3C2=O)c2c(C)cc(C)cc21 (stereo not given)
  -4.1%	6%	.	.	1	.	-6%	7%	0%	5%
O=C(Nc1ccccc1)Nc1csc2ccccc12
  .	-4%	.	.	.	i	-5%	-6%	.	.
CCN(CC)c1ccc(NC(=O)CSc2nc3ccccc3c(=O)[nH]2)cc1
  -3.5%	12%	-7	-2	1	i	0%	20%	1%	2%
O=C(Nc1ccccc1)C1CCCN1/C=C/C(=O)C(F)(F)F (stereo not given)
  0.8%	4%	9	-10	1.1	i	3%	38%	-4%	-7%
Cc1ccc(-c2ccnc3nc(-n4cccc4)nn23)o1
  -5.5%	10%	-9	-14	1.1	i	1%	-6%	-2%	-8%
CSc1nnc(C)c(=O)n1COC(=O)COc1ccc2ccccc2c1
  -11%	9%	-8	10	1.1	i	-2%	4%	-10%	-7%
CCOC(=O)c1c(NC(=O)CN2C(=O)NC3(CCC(CC)CC3)C2=O)sc(C)c1-c1ccc(C)cc1 (stereo not given)
  -9.9%	?	12	-14	1.2	i	2%	-3%	21%	21%
O=C(Nc1cccnc1Cl)c1ccc(=O)oc1
  .	2%	.	.	.	i	-6%	16%	.	.
CC(NCc1ccc(S(N)(=O)=O)cc1)C(=O)Nc1ccc([N+](=O)[O-])cc1Cl (stereo not given)
  -6.9%	-2%	9	-20	0.9	i	4%	6%	-6%	-12%
COCC(C)n1c(C)cc(C(=O)CSc2nc3ccccc3c(=O)[nH]2)c1C (stereo not given)
  -3.3%	8%	-4	5	1.1	i	-9%	10%	7%	5%
C/C(=N\NC(=O)C1(C)CC1(Br)Br)c1cccc(NC(=O)C(C)(C)C)c1 (stereo not given)
  -10%	6%	-12	18	1.1	i	-1%	12%	4%	16%
COC(=O)c1[nH]c(C)c(/C(O)=C2\C(=O)C(=O)N(CCN3CCOCC3)C2c2ccc(C)o2)c1C (stereo not given)
  .	2%	.	.	.	i	-4%	4%	.	.
CC(C)Cc1nnc(NC(=O)CC(=O)Nc2ccccc2C(=O)O)s1
  -3.9%	8%	8	-3	0.9	i	-4%	-1%	-2%	1%
Cc1ccccc1Nc1nc2ccccc2n1C(C)C
  -3.2%	-1%	4	-17	1.1	i	-2%	-12%	-7%	-8%
Cn1c(-c2ccccc2)cnc1N
  -4.1%	9%	15	23	1	i	-1%	4%	4%	2%
CC(N=C1NS(=O)(=O)c2ccccc21)C(=O)NCCCc1ccccc1 (stereo not given)
  -2.8%	0%	-10	-3	1.1	i	2%	2%	5%	2%
Cn1cccc1CC(=O)N/N=C/c1ccc(Cl)c([N+](=O)[O-])c1
  .	3%	.	.	.	i	0%	15%	.	.
COc1ccc(OC)c(NC(=O)C23CCC(C)(C(=O)C2)C3(C)C)c1 (stereo not given)
  -3.7%	11%	0	-13	1.1	i	-5%	8%	19%	19%
CCN(CC)CCCNC(=O)c1cn(CCOC)c(=O)c2c1c1ccccc1n2C
  0.1%	0%	-4	-8	1.1	i	-2%	15%	9%	8%
Cc1ccc(NC(=O)Nc2cccc(Cl)c2)c(C(=O)O)c1
  -8.6%	4%	-21	4	1.1	i	-14%	-8%	7%	-8%
CN(C)CC1CCCCC1C1(O)c2ccccc2CSc2sccc21 (stereo not given)
  1.3%	3%	0	10	1	i	-2%	-6%	11%	7%
Cc1ccc(/C=C2\SC(=S)N(c3cccnc3)C2=O)o1
  .	19%	.	.	.	i	-8%	2%	.	.
CCC1(c2ccccc2)NC(=S)N(c2ccc(C)cc2)N1 (stereo not given)
  -7.8%	0%	62*	41*	1	i	-2%	-1%	-34%	-26%
COc1ccccc1CNC(=O)CSc1ccc(-c2cccc([N+](=O)[O-])c2)nn1
  -4.3%	-2%	11	8	1	i	-4%	1%	-5%	-4%
CCCC(=O)N(C1CC(C)C(C#N)(C#N)C1(C#N)C#N)N(C)C (stereo not given)
  .	0%	.	.	.	i	-5%	-11%	.	.
Cc1cc(C)n2nc(SCC(=O)c3c(N)n(CC(C)C)c(=O)n(C)c3=O)nc2n1
  -2.3%	-3%	1	7	1	i	-6%	-2%	1%	1%
CN(CCCNC(=O)C1CCCN(S(=O)(=O)c2cnc[nH]2)C1)c1ccccc1 (stereo not given)
  7.6%	19%	-5	6	1.1	i	-8%	-3%	2%	-3%
CCCCNc1nc(CC(C)=O)ns1
  -7.5%	0%	-2	-2	1	i	0%	-9%	-8%	-7%
Cc1ccc(-n2ncc3c(SCC(=O)NNC(=O)c4ccco4)ncnc32)cc1
  -1.5%	2%	-6	6	2	i	-6%	0%	4%	-2%
O=C(COC(=O)c1ccc(Br)o1)NCC1CCCO1 (stereo not given)
  -6.0%	0%	0	5	1.1	i	-6%	1%	4%	5%
Cc1ccc2c(CN3CCN(Cc4ccc5c(c4)OCO5)CC3)cc(=O)oc2c1C
  -0.1%	-3%	49	48	1	i	-7%	8%	-4%	-3%
O=C(NCc1ccco1)c1ccc(COc2ccccc2Cl)cc1
  -3.5%	18%	-5	6	1.1	i	4%	4%	8%	11%
COc1ccc(NC(=O)C23CC4CC(C2)CC(n2cnc(Br)n2)(C4)C3)cc1OC
  4.3%	1%	-7	-14	1.1	i	-3%	-3%	-4%	1%
CNCCCOc1cccc(Oc2ccccc2)c1
  -6.8%	-2%	22	24	1.1	i	-4%	10%	-6%	-2%
FC(F)(F)c1cc(N2CCNCC2)c2ccccc2n1
  .	3%	.	.	.	i	0%	0%	.	.
CC(C)(C)OC(=O)NNC(=O)NC12CC3CC(CC(C3)C1)C2
  -0.5%	3%	-5	4	1	i	-7%	2%	-6%	-3%
COc1ccc2[nH]c3c(Cl)ncnc3c2c1
  -5.7%	9%	-1	-2	1	i	5%	-6%	5%	8%
N#Cc1cnn2ccc(-c3ccc4c(c3)CCC4)nc12
  -5.8%	-1%	-10	3	1.2	i	-9%	-3%	0%	0%
CC(=O)OCc1cc2cc(C)ccc2[nH]c1=O
  -4.4%	-3%	5	-4	1.1	i	-8%	-5%	0%	2%
